PfG6PD inh: PfG6PD enzyme inhibitors, primary screen, biochemical, fluorescence intensity, uHTS | glucose-6-phosphate dehydrogenase-6-phosphogluconolactonase (Plasmodium falciparum 3D7) | 350,000 compounds, 0.78% hits | PfGluPho enzyme, NADPH resazurin-diaphorase fluorescence | AID 504690, 2011 | inhibition, % at 20 µM;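 active = inhibition reaching at least a set limit at 20 µM in the primary screen, cut at about 59% in these data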;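 note: 0% = DMSO wells with substrate and 100% = DMSO wells lacking glucose-6-phosphate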
HKDC1 inhibitor: HKDC1 hexokinase inhibitors, primary screen, biochemical, fluorescence, uHTS; Q2TB90; recombinant HKDC1, G6PDH/diaphorase resazurin coupled fluorescence; inhibition, % at 20 µM; 340,000 compounds, 0.16% hits;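 active = inhibition above about 35% when tested at 20 µM, limit read from the data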;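 note: plate controls were DMSO wells with enzyme for no effect and DMSO wells lacking enzyme for full effect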
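test system = in-house recombinant HK5 (HKDC1) enzyme | amount = HKDC1 at 5 µg/mL | control set = DMSO-enzyme wells negative, buffer-substituted wells positive | compound = one dose of 20 µM, 1% DMSO | schedule = reaction time 90 min, room temperature, protected from light | technique = resorufin fluorescence at 613 nm | reagent = glucose with 1 mM ATP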
SENP8 block-1: SENP8 protease inhibitors, primary screen, biochemical, luminescence; Sentrin-specific protease 8 (Homo sapiens), Q96LD8; purified SENP8, Z-RLRGG-aminoluciferin cleavage; inhibition, % at 10 µM; 330,000 compounds, 1.2% hits; AID 2540, 2010; in the data active = inhibition above about 50%
Target sequence (Q96LD8 whole entry, looked up): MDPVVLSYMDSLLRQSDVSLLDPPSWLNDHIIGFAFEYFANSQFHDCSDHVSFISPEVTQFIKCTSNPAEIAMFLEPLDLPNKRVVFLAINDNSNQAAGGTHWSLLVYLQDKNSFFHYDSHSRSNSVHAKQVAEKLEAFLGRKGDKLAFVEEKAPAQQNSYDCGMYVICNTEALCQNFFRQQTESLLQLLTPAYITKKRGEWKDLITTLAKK
SENP1 FRET inh: human SENP1 catalytic domain inhibitors, primary screen, biochemical, FRET, uHTS; inhibition, % at 10 µM; recombinant SENP1 catalytic domain, CyPet-SUMO1-YPet FRET cleavage; 360,000 compounds, 0.21% hits; Sentrin-specific protease 1 (Homo sapiens), Q9P0U3;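 active = inhibition at least 30% at 10 µM, raw YFP signal under a set limit, fluorescence ratio 0.5 to 1.5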;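 note: 0% = enzyme with DMSO and 100% = no enzyme wells; some results filed as inactive read as strong as hits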
Target sequence (Q9P0U3 419-644 limits assumed): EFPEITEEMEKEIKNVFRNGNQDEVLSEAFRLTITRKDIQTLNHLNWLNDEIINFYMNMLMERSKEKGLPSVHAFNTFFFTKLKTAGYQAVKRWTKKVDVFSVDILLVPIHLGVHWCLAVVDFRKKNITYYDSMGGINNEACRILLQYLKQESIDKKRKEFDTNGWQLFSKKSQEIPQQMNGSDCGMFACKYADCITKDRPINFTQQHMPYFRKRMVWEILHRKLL
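material = recombinant human SENP1 catalytic domain, His6-tagged | quantity = 20 pM enzyme | reagent = 25 nM SUMO1 FRET substrate | compound dosing = 10 µM single point, 0.5% DMSO | timing = 50 min enzyme reaction, room temperature, light-protected | detection = FRET, CFP and YFP emission | control set = no-enzyme low, enzyme-DMSO high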
Apaf1 inhib: inhibitors of human Apaf-1 apoptosome, primary screen, biochemical, DEVD-Rh110 fluorescence, uHTS; Apoptotic protease-activating factor 1 (Homo sapiens), O14727; reconstituted apoptosome caspase-3 activity; inhibition, % at 20 µM; 330,000 compounds, 0.71% hits; AID 489030, 2010; active = inhibition of at least 40% at 20 µM;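 note: plate controls were DMSO wells for no effect and DEVD-CHO caspase inhibitor wells for full effect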
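Material: cell-free apoptosome with Apaf-1, procaspase-3 and caspase-9; Buffer or medium: Hepes pH 7.5 with detergent and BSA; Reagent: cytochrome c trigger plus (Z-DEVD)2-Rh110 caspase-3 substrate; Times: compound with Apaf-1, dATP, procaspase-3 30 min, then 50 min reaction, room temperature; Technique: Rh110 fluorescence intensity.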
SENP8 block-2: human SENP8 protease inhibitors, primary screen, biochemical, fluorescence, Nedd8 protein substrate, uHTS; inhibition, % at 20 µM; Sentrin-specific protease 8 (Homo sapiens), Q96LD8; 360,000 compounds, 0.64% hits; recombinant SENP8; AID 602440, 2012; in the data active = inhibition mostly above about 40%, no sharp cut-off; inactive = mostly below about 27%
SENP6 inh: SENP6 protease inhibitors, primary screen, biochemical, luminescence, uHTS | Sentrin-specific protease 6 (Homo sapiens), Q9GZR1 | Recombinant SENP6 catalytic domain, aminoluciferin luminescence | inhibition, % at 10 µM | 330,000 compounds, 1.8% hits | AID 2599, 2010;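 active = inhibition above about 50% at the single tested dose, limit read from the data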;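 note: plate controls were DMSO wells with enzyme for no effect and DMSO wells lacking enzyme for full effect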
Target sequence (Q9GZR1 628-1112 limits assumed): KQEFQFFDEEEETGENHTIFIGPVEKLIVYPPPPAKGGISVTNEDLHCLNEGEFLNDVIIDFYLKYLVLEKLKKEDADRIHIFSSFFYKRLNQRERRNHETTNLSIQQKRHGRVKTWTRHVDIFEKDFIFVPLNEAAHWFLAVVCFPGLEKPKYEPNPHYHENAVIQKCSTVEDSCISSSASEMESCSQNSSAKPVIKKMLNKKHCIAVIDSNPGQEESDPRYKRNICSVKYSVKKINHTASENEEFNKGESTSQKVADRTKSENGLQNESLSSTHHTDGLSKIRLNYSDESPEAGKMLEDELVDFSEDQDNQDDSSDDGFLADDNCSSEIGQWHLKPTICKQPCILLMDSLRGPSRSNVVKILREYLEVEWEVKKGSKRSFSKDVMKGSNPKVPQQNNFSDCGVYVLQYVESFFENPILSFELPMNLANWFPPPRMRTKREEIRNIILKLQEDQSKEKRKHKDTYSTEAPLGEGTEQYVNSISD
SENP7 inh: SENP7 protease inhibitors, primary screen, biochemical, luminescence, uHTS. inhibition, % at 5 µM. recombinant SENP7, Z-RLRGG-aminoluciferin luminescence, 40 min. Sentrin-specific protease 7 (Homo sapiens), Q9BQF6. AID 434973, 2010. 330,000 compounds, 1.5% hits;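 active = inhibition above about 50% at the single test dose, limit read from the data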;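 note: plate controls were DMSO with enzyme for no effect and no enzyme buffer wells for full effect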
* = called active by the depositor; i = inactive; x = not tested or not shown.

SMILES	PfG6PD inh	HKDC1 inhibitor	SENP8 block-1	SENP1 FRET inh	Apaf1 inhib	SENP8 block-2	SENP6 inh	SENP7 inh
Cc1n[nH]c(C)c1CCC(=O)N/N=C/c1c(C)[nH]c2ccccc12	8	-3	-4	-5	-3	18	-7	-5
CNC(=O)/C(C#N)=C/c1c(N2CC(C)OC(C)C2)nc2ccccn2c1=O (stereo unspecified)	-7	-12	2	-169	-16	-301	8	0
CCOC(=O)c1c(N2C(=O)C3CC(C)=C(C)CC3C2=O)sc(C)c1C (stereo unspecified)	-1	6	6	1	7	5	-10	-7
COc1ccc(NC(=O)c2cc3ccccn3n2)cc1	64*	0	58*	0	11	15	71*	69*
O=c1[nH]cnc2scc(-c3ccccc3)c12	-18	-5	-5	-2	-6	18	1	-2
O=C(CSc1nnc2sc3ccccc3n12)N1CCN(c2ccccc2)CC1	10	-4	-1	2	-7	13	-16	-1
CSc1ccccc1NC(=O)Cn1ccsc1=N	4	-7	-8	1	3	10	-10	-9
CCN(CC)S(=O)(=O)c1cc(NC(=O)C2=COCCO2)ccc1Cl	-2	-3	2	0	10	6	-2	14
Cc1ccc(OCCn2ncc3ccccc3c2=O)c(C)c1	13	-5	-6	0	3	14	-14	-4
NC(=S)N=Nc1c(O)n(Cc2ccccc2)c2ccccc12	10	-6	1	4	-5	23	-8	-8
CCOc1ccccc1-n1c(SCC(N)=O)nnc1-c1ccc(O)cc1	6	-10	-2	4	-12	7	3	-4
Cc1nnc(SCC(=O)N(CC(C)C)C2CCS(=O)(=O)C2)s1 (stereo unspecified)	-1	-6	3	2	-12	7	-7	0
CCOC(=O)c1sc(=NC(=O)C2CC2)n(C)c1C	-2	-1	-1	-6	5	-51	-6	-21
Cc1csc(NC(=O)/C=C/c2ccco2)n1	11	-5	1	-6	-3	-2	7	5
COc1ccc(OCCSc2ncc(CO)n2C)cc1	7	-7	6	1	-2	15	9	-6
COc1cccc(OCc2cc(C(=O)NCC3CCCCC3)no2)c1	-4	-4	-2	3	8	15	-9	-5
COc1ccc(NC(=O)CSc2nc3c(c(=O)n2-c2ccc(F)cc2)SCC3)cc1	-6	-1	-11	2	9	11	-9	4
CCOC(=O)Nc1ccc(C(=O)NCC2CCCO2)cc1 (stereo unspecified)	-6	2	-8	2	-6	19	-3	4
COc1ccc(C2SCC(=O)N2c2c(C)n(C)n(-c3ccccc3)c2=O)c(OC)c1 (stereo unspecified)	1	-1	-2	-1	4	28	8	6
Cc1nnc(NC(=O)CSc2nnc(C)c(=O)n2N)s1	1	-4	-15	4	0	8	2	-5

A second format for some results above:
Cc1n[nH]c(C)c1CCC(=O)N/N=C/c1c(C)[nH]c2ccccc12
  PfG6PD inh: 8
  HKDC1 inhibitor: -3
  SENP8 block-1: -4
  SENP1 FRET inh: -5
  Apaf1 inhib: -3
  SENP8 block-2: 18
  SENP6 inh: -7
  SENP7 inh: -5
Cc1ccc(OCCn2ncc3ccccc3c2=O)c(C)c1
  PfG6PD inh: 13
  HKDC1 inhibitor: -5
  SENP8 block-1: -6
  SENP1 FRET inh: 0
  Apaf1 inhib: 3
  SENP8 block-2: 14
  SENP6 inh: -14
  SENP7 inh: -4

Next part
SMILES	PfG6PD inh	HKDC1 inhibitor	SENP8 block-1	SENP1 FRET inh	Apaf1 inhib	SENP8 block-2	SENP6 inh	SENP7 inh
Cc1nc2sc(C(c3cccc(F)c3)N3CCOCC3)c(O)n2n1 (stereo unspecified)	-22	2	-6	4	8	16	-12	6
CCn1nc(NC(=O)Cc2ccc(OC)cc2)c2cc3cccc(C)c3nc21	-3	-3	-1	-39	-4	-500	-3	2
COCCCN1C(=O)C(=O)/C(=C(/O)c2ccc(OC(C)C)cc2)C1c1ccc(O)c(OC)c1 (stereo unspecified)	-24	-1	-2	x	4	x	-23	3
Cc1cc(C)c(C)c(S(=O)(=O)N2CCN(C(=O)c3ccc4c(=O)n5c(nc4c3)CCC5)CC2)c1C	-4	-1	-4	3	17	-118	2	2
COc1ccc(-c2oc(=O)c3cc(OC)c(OC)cc3c2/C=C/c2ccc(OC(C)=O)cc2)cc1	-8	5	3	-8	16	i	-2	9
CNC(=S)N1N=C(c2ccc(C)cc2)CC1c1ccc(OC)c(OC)c1 (stereo unspecified)	-1	6	-3	-4	-16	8	7	5
Cc1ccc2nc(SCC(=O)O)nc(C)c2c1	-2	-1	0	1	3	-5	-2	1
Cc1c(-c2nc(-c3ccncc3)no2)cccc1[N+](=O)[O-]	-6	-3	-1	2	-10	20	7	-2
CN1C(=O)c2cccc(NCCCCCCN3C(=O)c4ccccc4C3=O)c2C1=O	5	-3	-9	-17	18	-84	4	3
O=C(Nc1cccnc1)c1cc(-c2cccnc2)nc2ccc(Br)cc12	11	8	2	3	4	18	5	2
COc1ccc(NC(C)=O)cc1S(=O)(=O)N1CCN(Cc2cccs2)CC1	-21	-1	-11	-2	2	i	4	3
CCOc1ccc(N(CC(=O)NCCSCc2ccc(C)cc2)S(C)(=O)=O)cc1	4	3	1	0	-1	10	-13	-4
Cc1ccc(OCC(=O)NCCc2nc3ccccc3[nH]2)c(C)c1	4	18	-4	3	6	8	15	2
CN1C(=O)CSc2ccc(NC(=O)N3CCc4ccccc43)cc21	87*	-4	47	4	9	2	59*	46
C[C@H](CO)N1C[C@H](C)[C@@H](CN(C)C(=O)Nc2ccc3c(c2)OCO3)Oc2ccc(NC(=O)C3CCCCC3)cc2C1=O	18	0	6	-2	5	0	6	3
COn1c(SCc2ccc(C)cc2C)nc2ccccc2c1=O	4	-6	-9	1	21	15	-18	-7
COC(=O)c1ccc(COc2cccc3c2CCN(Cc2cccc(C)c2)C3=O)o1	15	-4	6	-1	20	4	15	3
COc1ccc2nc(C)c3c(c2c1)OC(C(C)(Cl)Br)C3 (stereo unspecified)	6	-3	4	0	-9	3	-2	8
COc1ccc2cc(C(c3nnnn3CCc3ccccc3)N3CCCC(C)C3)c(=O)[nH]c2c1 (stereo unspecified)	34	9	4	-112	4	-284	9	8
COc1ccc(-n2c(SCC(=O)Nc3ccccc3)nnc2-c2ccoc2C)cc1	-9	-1	-1	2	22	24	-25	-14

12 structures from above, sorted by number of heavy atoms, rising.
SMILES	PfG6PD inh	HKDC1 inhibitor	SENP8 block-1	SENP1 FRET inh	Apaf1 inhib	SENP8 block-2	SENP6 inh	SENP7 inh
Cc1ccc2nc(SCC(=O)O)nc(C)c2c1	-2	-1	0	1	3	-5	-2	1
COc1ccc2nc(C)c3c(c2c1)OC(C(C)(Cl)Br)C3 (stereo unspecified)	6	-3	4	0	-9	3	-2	8
Cc1c(-c2nc(-c3ccncc3)no2)cccc1[N+](=O)[O-]	-6	-3	-1	2	-10	20	7	-2
COn1c(SCc2ccc(C)cc2C)nc2ccccc2c1=O	4	-6	-9	1	21	15	-18	-7
Cc1ccc(OCC(=O)NCCc2nc3ccccc3[nH]2)c(C)c1	4	18	-4	3	6	8	15	2
CNC(=S)N1N=C(c2ccc(C)cc2)CC1c1ccc(OC)c(OC)c1 (stereo unspecified)	-1	6	-3	-4	-16	8	7	5
COc1ccc(NC(C)=O)cc1S(=O)(=O)N1CCN(Cc2cccs2)CC1	-21	-1	-11	-2	2	i	4	3
CCOc1ccc(N(CC(=O)NCCSCc2ccc(C)cc2)S(C)(=O)=O)cc1	4	3	1	0	-1	10	-13	-4
COC(=O)c1ccc(COc2cccc3c2CCN(Cc2cccc(C)c2)C3=O)o1	15	-4	6	-1	20	4	15	3
COc1ccc2cc(C(c3nnnn3CCc3ccccc3)N3CCCC(C)C3)c(=O)[nH]c2c1 (stereo unspecified)	34	9	4	-112	4	-284	9	8
COc1ccc(-c2oc(=O)c3cc(OC)c(OC)cc3c2/C=C/c2ccc(OC(C)=O)cc2)cc1	-8	5	3	-8	16	i	-2	9
C[C@H](CO)N1C[C@H](C)[C@@H](CN(C)C(=O)Nc2ccc3c(c2)OCO3)Oc2ccc(NC(=O)C3CCCCC3)cc2C1=O	18	0	6	-2	5	0	6	3

More results:
SMILES	PfG6PD inh	HKDC1 inhibitor	SENP8 block-1	SENP1 FRET inh	Apaf1 inhib	SENP8 block-2	SENP6 inh	SENP7 inh
Cc1c(C)[n+](=O)c(-c2ccco2)c(C)n1[O-]	-11	3	2	1	-15	2	-1	2
CC(C)N1C(=O)N(c2ccc(Cl)cc2)C(C)(O)CC1(C)C (stereo unspecified)	-1	-1	9	0	3	18	7	-1
O=C(Cn1cnc2c(NCc3ccccc3)ncnc21)NCc1ccccn1	1	-5	x	0	12	7	x	4
COc1ccc([N+](=O)[O-])cc1NC(=O)c1cccnc1	15	-4	-1	-1	11	11	18	-12
Cc1ccc(O)c(C(=O)c2cnn(C(=O)Cc3csc(C)n3)c2)c1	-23	5	-1	-10	9	-39	-11	-9
COc1cccc(OCCNC(=O)Nc2cc(F)c(F)cc2Cl)c1	13	-1	2	2	1	3	-8	5
O=C(CSc1n[nH]c(=O)n1-c1ccccc1)Nc1ccccc1C(F)(F)F	-10	-3	10	3	-10	9	-23	-2
CCc1nc(C)cn1S(=O)(=O)c1cc(OC)c(C)cc1C	1	-3	2	1	5	26	15	9
CCN(CC)CCn1c2c(c(SCC(=O)Nc3cccc(C(C)=O)c3)nc1=O)CCCC2	-10	1	1	-4	24	11	-3	2
O=C1CC(NC(=O)c2ccc(Cl)cc2)C(=O)N1 (stereo unspecified)	-5	-4	-6	3	-1	17	-16	-4
CCCN1C2CCCC1CC(NC(=S)Nc1ccc(OC)cc1)C2 (stereo unspecified)	1	-6	-13	4	15	11	-1	-9
CCc1ccc(C(=O)CN2C(=O)C(C)N(c3ccc(C)cc3)C2=O)cc1 (stereo unspecified)	0	-6	-5	0	8	-8	-2	-1
O=C(N/C(=C/c1ccc(F)cc1)C(=O)N1CCCCC1)c1ccco1	9	-6	-1	-2	10	1	0	5
O=C1CC2(CCN(C(=O)c3c(F)cccc3F)CC2)Oc2ccccc21	-10	-2	-8	2	12	-49	-1	-8
COc1cc2[nH]c3c(=O)n(CCN4CCCCC4)cnc3c2cc1OC	6	3	-3	1	2	i	-6	0
COC(=O)c1c(-c2ccc(SC)cc2)sc2ccccc12	18	8	3	1	7	i	-2	-3
COc1cccc(NC(=O)c2cc3ccccc3o/c2=N\O)c1	10	-2	96*	1	3	18	98*	100*
COc1cc2c(cc1OC)-c1cc(Nc3cccc(C)c3)nc(=O)n1CC2	-1	-3	9	-14	4	-274	20	3

Compound activity: PubChem, Sanford-Burnham Center for Chemical Genomics
